PrPC TRFRET: inhibitors of human cell surface prion protein PrPC, primary screen, cell-based, TR-FRET. Major prion protein (Homo sapiens), P04156. AID 720596, 2013. inhibition, % at 13.8 µM. TR-FRET read-out. 0.43% of 370,000 active; in the data active = inhibition above about 24%; also: 0% = median of the test wells and 100% = reference compound wells
BoNT A protease: BoNT/A light chain protease inhibitors, primary screen, biochemical, flow cytometry, MLPCN library. Botulinum neurotoxin type A light chain protease (Clostridium botulinum A str. ATCC 3502). multiplex microsphere protease substrate cleavage. inhibition, % at 10 µM. 0.17% of 360,000 active. AID 588499, 2011; also: plate controls were buffer without enzyme for full effect and enzyme alone for no effect
BH1578 lux ind: inducers of Vibrio cholerae quorum light production without autoinducers, primary screen, BH1578 luxS cqsA deficient, single point | AID 588436, 2011 | activation, % at 18.7 µM | V. cholerae BH1578 lux reporter, luminescence, 6 h | 0.16% of 350,000 active; in the data active = activation mostly above about 9.7%, no sharp cut-off; inconclusive = no clear call, values can overlap the other calls; inactive = mostly below about 3.7%; also: not every result past the cut was called active; inactives centre near 0; reference of the scale not given here
Yp Topo-I inh: Yersinia pestis topoisomerase I inhibitors, primary screen, biochemical, cleavage product accumulation, plate reader, single point. DNA topoisomerase I (Yersinia pestis CO92). Y. pestis Topo-I cleavage product accumulation. activity, % at 10 µM. 0.064% of 360,000 active. AID 504884, 2011; in the data active = activity above about 50%, passing the limit was not always enough; inconclusive = no clear call, values can overlap the other calls; also: inactives centre near 2
PfHsp40 rescue: rescue of yeast from PfHsp40 toxicity, primary screen, S. cerevisiae, ATP luminescence; S. cerevisiae expressing PfHsp40, growth rescue; growth rescue, % at 12.5 µM; 0.68% of 340,000 active; in the data active = growth rescue above about 28%, passing the limit was not always enough; inconclusive = no clear call, values can overlap the other calls;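 also: yeast W303a lacking pdr1 and pdr3 grown in galactose medium; growth measured after three days at 30 °C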
3CLpro inhibitor: SARS-CoV 3CLpro protease inhibitors, primary screen, biochemical, quenched FRET. Replicase polyprotein 1ab (Severe acute respiratory syndrome coronavirus), P0C6X7. recombinant SARS-CoV 3CLpro, quenched FRET peptide cleavage. inhibition, % at 6 µM. 0.14% of 290,000 active; in the data active = inhibition above about 12%
Anthrax LF inh2: Bacillus anthracis LF protease inhibitors, primary screen, biochemical, multiplex microsphere, MLPCN library; multiplex microsphere protease cleavage assay; Lethal factor (Bacillus anthracis), P15917; inhibition, % at 10 µM; 0.12% of 360,000 active; AID 588501, 2011; also: plate controls were buffer without enzyme for full effect and enzyme alone for no effect
Target sequence (P15917 whole entry, looked up): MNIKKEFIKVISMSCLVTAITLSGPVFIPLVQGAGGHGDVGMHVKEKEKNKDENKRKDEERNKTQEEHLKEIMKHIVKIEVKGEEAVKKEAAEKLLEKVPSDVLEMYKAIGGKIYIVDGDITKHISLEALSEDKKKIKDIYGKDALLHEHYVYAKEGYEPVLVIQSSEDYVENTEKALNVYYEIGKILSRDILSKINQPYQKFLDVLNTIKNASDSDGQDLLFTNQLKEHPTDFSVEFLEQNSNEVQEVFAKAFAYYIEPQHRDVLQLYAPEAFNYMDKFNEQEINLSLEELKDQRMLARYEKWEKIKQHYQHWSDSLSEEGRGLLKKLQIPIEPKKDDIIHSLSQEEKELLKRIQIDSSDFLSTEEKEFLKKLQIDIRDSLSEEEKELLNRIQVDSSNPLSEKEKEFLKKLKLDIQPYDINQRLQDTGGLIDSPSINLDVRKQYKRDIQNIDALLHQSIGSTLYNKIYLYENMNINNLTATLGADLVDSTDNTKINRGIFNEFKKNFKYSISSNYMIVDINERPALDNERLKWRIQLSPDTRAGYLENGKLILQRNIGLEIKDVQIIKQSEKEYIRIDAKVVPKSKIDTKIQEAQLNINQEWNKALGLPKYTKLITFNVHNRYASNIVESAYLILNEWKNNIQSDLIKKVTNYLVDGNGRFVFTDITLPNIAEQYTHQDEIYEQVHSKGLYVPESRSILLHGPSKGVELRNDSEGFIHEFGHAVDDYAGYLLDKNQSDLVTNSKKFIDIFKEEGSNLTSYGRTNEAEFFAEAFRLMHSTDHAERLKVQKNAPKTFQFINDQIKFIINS
SSB-PriA inh: inhibitors of Klebsiella pneumoniae PriA binding to SSB C-terminal tail, primary screen, biochemical, AlphaScreen; PriA–SSB C-terminal tail interaction (Klebsiella pneumoniae); AlphaScreen SSBct-PriA binding, biotinylated peptide; inhibition, % at 33 µM; 0.6% of 430,000 active; in the data active = inhibition mostly above about 37%, no sharp cut-off; inactive = mostly below about 20%;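 also: plate controls were negative control peptide for no effect and reference peptide for full effect; strong numbers were not always called active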
TcdB GH inh: TcdB glycohydrolase inhibitors, primary screen, biochemical, single point, plate reader. AID 652162, 2013. 0.24% of 350,000 active. Toxin B (Clostridioides difficile), P18177. inhibition, % at 9.99 µM. TcdB glycohydrolase enzymatic assay; in the data active = inhibition above about 10%
An asterisk follows results filed as active; i = inactive; ? = inconclusive; . = no result given; & = joins results of further samples. Rule as the data show it, unless noted: active = inhibition above about 30%; inconclusive = no clear call, values can overlap the other calls; inactive = below that. This is a subset; the hit share may differ from the screen's.

no.	molecule	PrPC TRFRET	BoNT A protease	BH1578 lux ind	Yp Topo-I inh	PfHsp40 rescue	3CLpro inhibitor	Anthrax LF inh2	SSB-PriA inh	TcdB GH inh
1	Cc1ccccc1CSc1nnc(-c2cccnc2)n1N	5	-0.6	3.4	-7	0.4	2	-1	3	.
2	COc1ccc(C2=NCCn3nc4cc(C(F)(F)F)ccc4c32)cc1	-4	-0.8	i	11	-0.4	.	-13	-19	0.5
3	CCOc1ccc(NC(=O)c2ccc(NC(=S)NC3CC3)cc2)cc1	-2	-0.6	i	-7	-0.4	3	1	-13	1.0
4	COC(=O)c1ccc(N2CCS(=O)(=O)CC2)cc1	2	0.4	-0.4	1	-1.6	-4	0	-7	1.1
5	O=C(Cn1nc(C(F)(F)F)c2c1CCCC2)NC1CCCC1	9	-1.2	i	5	-0.1	1	-2	-39	.
6	CCn1cnnc1SCC(=O)Nc1ccccc1C(=O)NC1CC1	2	0.1	-5.6	-10	-0.2	.	-7	-16	-1.2
7	Cc1ccc(C(=O)NCC(=O)Nc2ccc(C)c(S(=O)(=O)Nc3ccc(Cl)cc3)c2)s1	3	-0.4	-0.6	-13	-0.8	8	-3	1	0.0
8	COc1ccc(C(=O)Nc2nc(C)cs2)cc1S(=O)(=O)N1CCCC1	-2	-0.8	i	3	6.4	2	-6	0	2.0
9	CC(C)CN1C(=O)C(=O)N(CC(=O)NCc2ccc3c(c2)OCO3)C1=O	-3	-0.1	-0.1	2	0.7	0	-8	-8	.
10	COc1ccc(-c2noc(CNS(=O)(=O)c3ccc(NC(C)=O)cc3)n2)cc1OC	11	-0.5	-0.3	9	-1.2	-5	2	-14	0.1
11	Cc1[nH]c2ccccc2c1C(=O)C(=O)N1CCN(c2ccccc2)CC1	3	-1.4	-0.8	-15	3.5	-2	-2	0	9.3
12	CCCCCC(=O)Nc1c2c(nc3ccccc13)CCC2	8	-4.8	i	2	-1.3	-3	-13	-15	0.8
13	NC(=O)CSc1ccc(S(=O)(=O)N2CCOCC2)cn1	-1	0.0	-0.5	1	-0.4	.	1	10	0.9
14	Cn1nnnc1SCC(=O)NNC(=O)c1ccc(Br)cc1	3	-2.5	-0.4	-2	.	-1	-6	-12	6.4
15	CSc1ccc(-c2cc3c(c4c2ccn4C)C2CCC3C2)cc1 (stereo not given)	5	1.2	.	.	.	.	1	.	1.0
16	O=C(Nc1ccc2c(c1)C(=O)NC2=O)c1cccc(Cl)c1	4	-1.1	-0.3	-6	-0.1	-10	-1	-12	0.5
17	COCCC(=O)N1CCC(Oc2ccc(C(=O)NC3CCOC(C)(C)C3)cc2)CC1 (stereo not given)	0	-0.5	-0.2	0	-0.6	1	2	-2	0.2
18	O=C(Nc1ccc(Cl)c(Cl)c1)N(CCCN1CCOCC1)Cc1cccs1	-6	0.2	-0.3	5	0.1	4	8	-24	1.9
19	COc1cc(-c2cc(NC(C)=O)c3ncc(-c4ccc(F)cc4)n3c2)cc(OC)c1OC	-5	0.6	i	-1	.	.	-2	.	-0.1
20	Cc1ccccc1N1CCN(Cc2nc(Cc3ccccc3F)no2)CC1	8	-0.5	i	25	?	2	-6	-22	-0.2
21	Cc1ccc(S(=O)(=O)N2C[C@H]3[C@H]4C(=O)N(c5ccccc5)C(=O)[C@H]4CC(=O)[C@H]3[C@@H]2c2cccc3ccccc23)cc1	3	-0.4	.	.	.	.	2	.	-5.4
22	CC(Cc1ccccc1)NC(=O)CCCN1C(=O)c2ccccc2C1=O (stereo not given)	-2	-1.5	0.8	3	1.2	1	-12	-8	1.0
23	COc1ccc(NC(=O)/C(=C\c2ccc(F)cc2)NC(=O)c2ccco2)cc1	1	1.3	-0.3	3	0.6	-1	0	-10	-4.9
24	COc1ccc2oc(=O)c(C(=O)Nc3cccc(C)c3)cc2c1	-3	-0.8	-0.6	-3	-1.5	6	-1	-5	1.1
25	Cc1ccc(S(=O)(=O)NNC(=O)c2sc(=S)n(C)c2C)cc1	5	-2.9	-0.4	-14	-1.3	8	-6	-8	7.5
26	COc1ccccc1NC(=S)NCc1cccs1	3	0.5	-0.3	-1	0.8	-3	0	-4	.
27	CCc1cccc(NC(=O)CC2SC(N3CCCC3)=NC2=O)c1 (stereo not given)	-3	-2.1	i	-5	0.6	.	-1	-7	0.2
28	CCOC(=O)c1cnc2c(OC)cccc2c1Nc1ccc2c(c1)OCCO2	8	0.2	-0.1	37	1.6	1	0	-1	.
29	CC1CCC(NC(=O)CCS(=O)(=O)c2ccc3c(c2)oc(=O)n3C)CC1 (stereo not given)	5	1.4	0.2	-6	-0.5	-2	3	0	-1.0
30	O=C(Nc1cccnc1)c1cc([N+](=O)[O-])ccc1Cl	-14	0.5	-0.2	-6	0.8	-2	-5	-7	-0.6
31	Cc1ccc(-c2nc(SCC(=O)c3c(N)n(C)c(=O)n(C)c3=O)n[nH]2)cc1	4	0.4	-0.2	4	1.0	1	1	3	1.3
32	CN(C)CCNC(=O)Cn1ccc2cc(S(=O)(=O)N3CCCCC3)ccc21	0	0.5	i	4	-1.7	2	-2	-12	-3.3
33	Cc1cc(C)c2[nH]c(=O)c(CN(CC3CCCO3)S(=O)(=O)c3ccc4c(c3)OCCO4)cc2c1 (stereo not given)	0	7.0	0.8	-6	0.1	0	-7	3	.
34	CN1CCN(Cc2nc3c(c(=O)n(C)c(=O)n3C)n2CCCc2ccccc2)CC1	-4	-0.4	i	-3	-0.2	1	-1	-20	.
35	CCN(C(=O)COc1ncnc2scc(-c3ccc(F)cc3)c12)C1CCS(=O)(=O)C1 (stereo not given)	-5	0.9	-0.9	1	-0.6	-6	0	-5	.
36	COc1ccc(N2CCN(C(=O)c3oc4ccccc4c3NC(=O)Cc3cccc(OC)c3)CC2)cc1	4	-0.2	-0.3	28	2.8	0	-3	27	1.8
37	COC(=O)C1=C(c2cc3ccccc3s2)C[C@@H]2CC[C@H]1N2C(=O)NC1CCCCC1	14	-0.5	i	6	12	.	4	12	0.2
38	CCCCOc1ccc(Cc2cnc(N)nc2N)cc1	-6	.	-0.2	4	?	6	.	7	0.7
39	Cc1ccc(OCCn2cc(/C=C/C(=O)O)c3ccccc32)cc1	7	0.0	0.8	9	-0.4	7	1	7	-0.1
40	CCc1nonc1NC(=O)c1oc2ccc(Br)cc2c1C	-2	-0.4	i	6	-0.9	-4	1	-3	0.0
41	Cc1ccc2cc(CCNC(=O)C3CCCC3)c(=O)[nH]c2c1	2	-0.6	.	0	-0.1	2	9	-11	-13
42	Cc1cc(=O)[nH]c(SC/C=C/c2ccccc2)n1	2	-6.7	i	10	1.9	-4	-5	-4&-2	.
43	COc1ccc(CCNC(=O)CS(=O)Cc2nc(-c3cccs3)oc2C)cc1OC (stereo not given)	4	4.4	-0.3	1	-0.3	0	-2	-4	.
44	O=S(=O)(NCc1cccnc1)c1ccc(Cl)c2ccccc12	-5	2.2	-0.2	-3	1.2	9	-3	-2	-1.6
45	CC(C)CC(NC(=O)c1ccc(Cl)cc1)C(=O)OCc1cc([N+](=O)[O-])cc2c1OCOC2 (stereo not given)	-9	-0.4	-0.4	-4	5.1	1	-1	3	.
46	CC(=O)N(C)c1ccc(OCC(O)COc2ccc(N(C)C(C)=O)cc2)cc1	7	-0.2	2.9	-9	-1.5	-3	1	-9&-12	.
47	COc1ccc(-c2coc3c(C(=O)NCc4cccs4)cccc23)c(C)c1	4	-0.3	-0.3	29	.	.	4	.	1.1
48	COCCN(C(=O)CCC(=O)Nc1ccccn1)C(C(=O)NCCC(C)C)c1ccc(C)cc1 (stereo not given)	-11	-2.8	-2.2	15	0.4	4	-13	2	0.2

Profiles as entered above. Order of values: PrPC TRFRET, BoNT A protease, BH1578 lux ind, Yp Topo-I inh, PfHsp40 rescue, 3CLpro inhibitor, Anthrax LF inh2, SSB-PriA inh, TcdB GH inh
Results for CC(=O)N(C)c1ccc(OCC(O)COc2ccc(N(C)C(C)=O)cc2)cc1 = 7, -0.2, 2.9, -9, -1.5, -3, 1, -9&-12, .
Results for Cc1ccc2cc(CCNC(=O)C3CCCC3)c(=O)[nH]c2c1 = 2, -0.6, ., 0, -0.1, 2, 9, -11, -13
Results for O=S(=O)(NCc1cccnc1)c1ccc(Cl)c2ccccc12 = -5, 2.2, -0.2, -3, 1.2, 9, -3, -2, -1.6

Remaining list, next part:
no.	molecule	PrPC TRFRET	BoNT A protease	BH1578 lux ind	Yp Topo-I inh	PfHsp40 rescue	3CLpro inhibitor	Anthrax LF inh2	SSB-PriA inh	TcdB GH inh
49	C#CCNC(=O)C1=C[C@@H](c2ccc(C(F)(F)F)cc2)[C@H](CCCO)[C@@H](OCC)O1	-3	-0.6	-0.2	-3	0.5	2	-3	-1	1.4
50	COc1cc([C@H](Cc2ccccc2)NC(C)=O)oc(=O)c1	2	-0.2	-0.1	1	-2.0	5	4	-16	.
51	O=c1oc2ccccc2c(O)c1/C=N/c1ncccn1	11	-0.7	i	1	-0.4	.	1	.	.
52	Cc1noc(NS(=O)(=O)c2ccc(NC(=O)CSc3nc4ccccc4[nH]3)cc2)c1C	6	-0.6	6.2	-3	-1.0	0	0	-15	0.7
53	COc1cc(C(=O)NC2CCN(CC(=O)NC3CCCCC3)CC2)cc(OC)c1OC	4	1.6	-0.1	2	1.1	1	4	-9	0.4
54	CC(=O)c1ccc(S(=O)(=O)NC2CCCCCCC2)cc1	8	1.2	-0.4	10	-1.1	-2	2	-4	0.4
55	CC(CO)Nc1nc(SCc2ccccc2)nc2sc3c(c12)CCC3 (stereo not given)	18	-0.2	-0.7	3	0.4	-6	-12	-12	.
56	CN(C)c1cc(O)c(C(=S)Nc2ccccc2)c(N(C)C)c1	1	0.2	-1.3	0	3.7	7	2	-19	.
57	Cc1ccc(NS(C)(=O)=O)c(C(=O)c2ccccc2)c1	1	3.6	-0.2	-3	-0.7	0	4	-9	.
58	CCCCN(C(=O)NC(=O)Nc1cc(C)ccc1C)S(C)(=O)=O	-5	0.2	-1.8	5	-1.7	4	-5	-6	0.7
59	COc1ccc(-n2cc(CNCc3cccnc3)c(-c3cccc(F)c3)n2)cc1	-8	-1.3	i	11	-0.5	-4	-3	9	-0.6
60	CCC(C)(C)NC(=O)CN(Cc1cccs1)C(=O)CNS(=O)(=O)c1ccc(F)cc1	-7	0.5	-0.3	-11	0.0	3	-5	-9	1.4
61	COc1ccc(NC(=O)c2ccccc2-c2ccccc2C(=O)O)cc1	-12	0.0	-0.6	2	-0.3	2	13	-4	-2.3
62	CCCCn1c(N)c(N(CCOC)C(=O)COC(=O)COc2cc(C)ccc2Cl)c(=O)[nH]c1=O	2	-0.2	i	9	0.4	.	5	3	-1.5
63	COc1cc(C)nc(NC(=S)N(C)C(=O)c2ccccc2)n1	0	.	-0.6	0	.	0	.	0	2.1
64	O=C(Cn1[nH]c(=O)c2ccccc2c1=O)N1CC=C(c2ccccc2)CC1	13	0.4	0.2	31	0.7	1	-1	0	0.4
65	COc1ccc(NC(=O)c2cc(-c3ccccc3OC)on2)cc1	7	-0.5	-1.0	-4	0.3	4	-2	-3	.
66	Cc1c(NC(=O)c2cc(=O)[nH]c(=O)[nH]2)c(=O)n(-c2ccccc2)n1C	6	-1.4	-0.6	6	0.4	-3	2	-9	.
67	CC(Sc1nc(-c2ccccc2)cs1)C(=O)Nc1ccc(Cl)cn1 (stereo not given)	4	-1.4	-0.5	8	2.4	0	0	0	-1.1
68	O=C(NNc1nc2ccc(F)cc2s1)c1cccc(F)c1	1	-1.1	-0.4	4	?	0	-4	-7	2.4
